SENP8 block-1: SENP8 protease inhibition | Q96LD8 | purified SENP8, Z-RLRGG-aminoluciferin cleavage, luminescence | inhibition, % at 10 µM | actives 1.2% (n = 330,000) | AID 2540; in the data active = inhibition above about 50%
PfGluPho inh: PfG6PD (Plasmodium falciparum) enzyme inhibition. inhibition, % at 20 µM. PfGluPho enzyme, NADPH resazurin-diaphorase fluorescence. actives 0.78% (n = 350,000). AID 504690;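 active = inhibition reaching at least a set limit at 20 µM in the primary screen, cut at about 59% in these data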;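 also: 0% = DMSO wells with substrate and 100% = DMSO wells lacking glucose-6-phosphate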
SENP8 block-2: SENP8 (human) protease inhibition; Q96LD8; recombinant SENP8, Nedd8 substrate fluorescence; inhibition, % at 20 µM; actives 0.64% (n = 360,000); AID 602440; in the data active = inhibition mostly above about 40%, no sharp cut-off; inactive = mostly below about 27%
UBC13 inh: human UBC13 polyubiquitination inhibition; UBC13 polyubiquitin chain formation, TR-FRET; inhibition, % at 20 µM; AID 485273; actives 0.47% (n = 330,000); P61088; in the data active = inhibition above about 45%, passing the limit was not always enough
SENP7 inh: SENP7 protease inhibition; inhibition, % at 5 µM; recombinant SENP7, Z-RLRGG-aminoluciferin luminescence, 40 min; AID 434973; actives 1.5% (n = 330,000);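 active = inhibition above about 50% at the single test dose, limit read from the data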;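 also: plate controls were DMSO with enzyme for no effect and no enzyme buffer wells for full effect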
SENP6 inh: SENP6 protease inhibition. Q9GZR1. Recombinant SENP6 catalytic domain, aminoluciferin luminescence. inhibition, % at 10 µM. actives 1.8% (n = 330,000);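 active = inhibition above about 50% at the single tested dose, limit read from the data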;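 also: plate controls were DMSO wells with enzyme for no effect and DMSO wells lacking enzyme for full effect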
HKDC1 inh: blocks human hexokinase HKDC1 activity; Q2TB90; recombinant HKDC1, G6PDH/diaphorase resazurin coupled fluorescence; inhibition, % at 20 µM; actives 0.16% (n = 340,000); AID 493160;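 active = inhibition above about 35% when tested at 20 µM, limit read from the data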;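 also: plate controls were DMSO wells with enzyme for no effect and DMSO wells lacking enzyme for full effect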
Target sequence (Q2TB90 whole entry, looked up): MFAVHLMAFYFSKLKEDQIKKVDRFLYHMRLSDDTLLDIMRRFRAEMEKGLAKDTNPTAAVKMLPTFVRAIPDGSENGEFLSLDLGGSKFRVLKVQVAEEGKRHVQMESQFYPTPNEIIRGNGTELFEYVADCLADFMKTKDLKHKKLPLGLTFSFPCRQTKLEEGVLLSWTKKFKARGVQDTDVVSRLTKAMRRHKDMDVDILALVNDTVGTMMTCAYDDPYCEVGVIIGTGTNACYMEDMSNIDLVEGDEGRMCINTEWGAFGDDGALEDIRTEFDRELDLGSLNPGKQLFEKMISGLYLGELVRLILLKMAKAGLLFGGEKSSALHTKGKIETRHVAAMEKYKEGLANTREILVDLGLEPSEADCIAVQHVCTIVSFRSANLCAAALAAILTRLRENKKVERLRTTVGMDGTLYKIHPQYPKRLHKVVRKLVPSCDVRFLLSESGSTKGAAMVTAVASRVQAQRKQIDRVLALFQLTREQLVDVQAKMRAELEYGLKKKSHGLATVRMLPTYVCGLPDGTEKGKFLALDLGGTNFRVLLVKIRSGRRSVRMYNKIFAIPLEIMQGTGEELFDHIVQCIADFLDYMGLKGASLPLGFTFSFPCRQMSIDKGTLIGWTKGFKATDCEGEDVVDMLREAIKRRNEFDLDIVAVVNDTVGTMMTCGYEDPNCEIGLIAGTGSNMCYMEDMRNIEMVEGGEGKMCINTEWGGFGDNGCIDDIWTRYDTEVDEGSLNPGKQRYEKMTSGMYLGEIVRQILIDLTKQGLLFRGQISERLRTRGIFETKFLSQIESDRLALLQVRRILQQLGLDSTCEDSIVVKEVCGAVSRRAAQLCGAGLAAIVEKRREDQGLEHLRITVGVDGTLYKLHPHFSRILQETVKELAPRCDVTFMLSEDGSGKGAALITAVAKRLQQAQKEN
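Assay system – recombinant HKDC1 (HK5) hexokinase enzyme, produced in-house · Input – HKDC1 at 5 µg/mL · Reagent – glucose plus 1 mM ATP as hexokinase substrates · Timing – 90 min reaction incubation at room temperature, dark · Measured by – G6PDH/diaphorase-coupled fluorescence, 1 mM NADP, 100 µM resazurin, 525/613 nm · Benchmarks – DMSO-enzyme wells negative, buffer-substituted wells positive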
SENP1 inh: inhibitors of human SENP1 SUMO protease catalytic domain | inhibition, % at 10 µM | actives 0.21% (n = 360,000) | recombinant SENP1 catalytic domain, CyPet-SUMO1-YPet FRET cleavage | Q9P0U3;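 active = inhibition at least 30% at 10 µM, raw YFP signal under a set limit, fluorescence ratio 0.5 to 1.5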;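 also: 0% = enzyme with DMSO and 100% = no enzyme wells; some results filed as inactive read as strong as hits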
Target sequence (Q9P0U3 419-644 limits assumed): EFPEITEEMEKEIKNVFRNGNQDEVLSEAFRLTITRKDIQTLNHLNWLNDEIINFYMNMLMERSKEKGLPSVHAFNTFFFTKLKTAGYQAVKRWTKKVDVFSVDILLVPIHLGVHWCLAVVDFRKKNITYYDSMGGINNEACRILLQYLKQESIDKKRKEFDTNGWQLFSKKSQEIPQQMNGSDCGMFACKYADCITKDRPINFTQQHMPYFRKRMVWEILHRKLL
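system = hSENP1 catalytic domain, recombinant | reagent = SFCypet-SUMO1-SFYpet substrate at 25 nM | doses = one dose per compound, 10 µM, 0.5% DMSO | incubation = enzyme reaction for 50 min at room temperature, dark | measured by = FRET, CFP and YFP emission | controls = no-enzyme low, enzyme-DMSO high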
beta cell repl: induces beta-cell replication in MIN6 cells; MIN6 cells proliferation, ATPlite luminescence, 48 h; cells starved in 0.2% serum; 100% = growth in 10% serum; proliferation, % at 10 µM; actives 0.29% (n = 330,000); AID 2380;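 active = compounds whose signal lies at least 3.5 SD above the mean of all wells on their plate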;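 also: 0% = DMSO-treated cells in low-serum medium and 100% = 10% serum control; some compounds called inactive have numbers as strong as hits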
Numbers without * were called inactive; i = inactive; nt = no result given.

SMILES | SENP8 block-1 | PfGluPho inh | SENP8 block-2 | UBC13 inh | SENP7 inh | SENP6 inh | HKDC1 inh | SENP1 inh | beta cell repl
Cc1cccn2c(=O)c3cc(C(=O)NC4CCS(=O)(=O)C4)n(Cc4ccccc4)c3nc12 (stereo not given) | -3 | 11 | -470 | 30 | -9 | -3 | -4 | -115 | 1
CCNC(=O)NC(=O)C(C)OC(=O)c1oc2ccccc2c1CSC1CCCCC1 (stereo not given) | 1 | 0 | 9 | -3 | 9 | -6 | -4 | 1 | -4
COc1cc(OC)c(NC(=O)CS(=O)(=O)Cc2nc(-c3ccc(C)cc3)oc2C)cc1Cl | 14 | 7 | 16 | 14 | 3 | -4 | -1 | -1 | -4
COc1cccc(NC(=O)CSc2nnc(Cc3ccc(OC)c(OC)c3)o2)c1 | 12 | -8 | 11 | -4 | 0 | -7 | 0 | 0 | -1
Cc1ccc(CNC(=O)C2CCN(c3nnc(N4CCCC4=O)s3)CC2)cc1 | -7 | -17 | 12 | -4 | -10 | -4 | 0 | 4 | 4
CCOC(=O)C1CCN(C(=O)CN(c2ccc3c(c2)OCCO3)S(=O)(=O)c2ccccc2)CC1 | -8 | -59 | 16 | -3 | 8 | -22 | -2 | 3 | 2
CCOc1ccc(/C(O)=C2/C(=O)C(=O)N(CCCn3ccnc3)C2c2cccs2)cc1Cl (stereo not given) | -10 | -25 | -1 | -18 | -6 | -14 | 9 | -8 | 0
Cc1ccc(CNS(=O)(=O)c2ccc(C)s2)cc1 | -4 | -5 | 17 | -10 | -12 | -31 | -4 | 2 | -3
Cn1cccc1C(=O)NC(=O)COC(=O)CCNS(=O)(=O)c1cccc(C(F)(F)F)c1 | 6 | -4 | -15 | -1 | 13 | 4 | 0 | -1 | -2
COc1ccc(S(=O)(=O)NNC(=O)c2ccc(-n3c(C)ccc3C)cc2)cc1 | 4 | 0 | 23 | 3 | -4 | -4 | -4 | -1 | 1
Cc1cc(=O)n2c3ccccc3n(CC(O)CN3CCN(Cc4ccccc4)CC3)c2c1C#N (stereo not given) | 5 | 6 | -427 | 6 | -2 | -4 | -2 | -3 | -3
COc1ccc(CCNC(=O)CCc2cn(C)c3ccccc23)c(OC)c1 | 7 | 12 | 18 | 9 | 7 | -3 | -5 | 0 | -2
COc1ccc(OC)c(NC(=O)CN2CCN(C(=O)c3ccco3)CC2)c1 | 4 | -4 | 18 | 1 | -1 | -9 | 0 | 0 | 0
COc1ccc(OCc2cc(C(=O)N3CCC(OC)CC3)no2)c2ccccc12 | 21 | 19 | -6 | 0 | 10 | 30 | 15 | -1 | -1
Cn1ccnc1SCC(=O)Nc1ccc(F)c([N+](=O)[O-])c1 | 7 | -2 | 6 | -1 | -2 | -6 | 17 | 2 | -4
NS(=O)(=O)c1ccc(Nc2nc(-c3cccnc3)cs2)cc1 | -2 | 16 | 8 | -3 | 1 | 5 | -5 | 1 | -1
COCCn1c(SCC(=O)NC(C)c2ccccc2)nc2ccccc21 (stereo not given) | -8 | 4 | 2 | -7 | -10 | -15 | -2 | 2 | -3
COC(=O)[C@H](C)N(Cc1ccc(Cl)c(Cl)c1)S(=O)(=O)CCN1CCN(c2ccccc2)CC1 | nt | 13 | 8 | nt | -2 | nt | 2 | 0 | nt
COc1ccc(OC)c(NC(=O)c2c(NC(=O)CNCc3ccco3)sc3c2CCC3)c1 | -10 | -11 | -202 | 3 | -2 | -2 | -4 | 1 | -1
O=c1[nH]c2ccccc2nc1-c1ccccc1 | -3 | -8 | -468 | 32 | -1 | 3 | -4 | -4 | 0

Shown as labelled records: 2 of the compounds above
COc1cccc(NC(=O)CSc2nnc(Cc3ccc(OC)c(OC)c3)o2)c1
  SENP8 block-1: 12; PfGluPho inh: -8; SENP8 block-2: 11; UBC13 inh: -4; SENP7 inh: 0; SENP6 inh: -7; HKDC1 inh: 0; SENP1 inh: 0; beta cell repl: -1
CCNC(=O)NC(=O)C(C)OC(=O)c1oc2ccccc2c1CSC1CCCCC1 (stereo not given)
  SENP8 block-1: 1; PfGluPho inh: 0; SENP8 block-2: 9; UBC13 inh: -3; SENP7 inh: 9; SENP6 inh: -6; HKDC1 inh: -4; SENP1 inh: 1; beta cell repl: -4

(next part)
SMILES | SENP8 block-1 | PfGluPho inh | SENP8 block-2 | UBC13 inh | SENP7 inh | SENP6 inh | HKDC1 inh | SENP1 inh | beta cell repl
C=CCn1c(SCn2nnc3ccccc3c2=O)nnc1-c1ccc(Cl)cc1 | -2 | 0 | 9 | -21 | -6 | -10 | -5 | 1 | 3
O=C(N/N=C/c1cccnc1)c1ccc([N+](=O)[O-])cc1Cl | -2 | 2 | 19 | -3 | 13 | -5 | -11 | 0 | 0
Cn1c(=O)c2c(-c3ccccc3F)c3c(nc2n(C)c1=O)-c1ccccc1C3O (stereo not given) | 0 | -11 | 13 | -17 | 8 | 7 | -2 | 8 | -4
CCn1c(C)c(C)c2cc(C(=O)N3CCCC3)ccc21 | 2 | -5 | -14 | -3 | 1 | 7 | 0 | -8 | -1
Cc1cc(C)n2nc(CNS(=O)(=O)c3cccc([N+](=O)[O-])c3)nc2n1 | -4 | -8 | 15 | 0 | -6 | -11 | 5 | 1 | 0
Cc1ccc(NS(=O)(=O)N(C)C)cc1 | 2 | -17 | 38 | 5 | -2 | 0 | -11 | -3 | 0
Clc1ccc(OCCCNCc2ccccc2)c(Br)c1 | -15 | -4 | 6 | 18 | -11 | -14 | -3 | 2 | -7
O=C(c1cc2ccccc2o1)N1CCC(N2CCC(C(=O)N3CCCC3)CC2)CC1 | 10 | -16 | 14 | 3 | -4 | 13 | -1 | -5 | -2
CCC(C)OC(=O)c1[nH]c2c(c1C)C(=O)CC(c1ccc(N(C)C)cc1)C2 (stereo not given) | -15 | 19 | -23 | -10 | -16 | -6 | 7 | -33 | -5
COC(=O)C1=C(CSc2nncn2C)NC(=O)NC1c1cc(C)ccc1C (stereo not given) | 9 | 17 | -34 | -1 | -9 | 4 | -5 | -21 | 0
NC(=O)c1ccc(-n2nnnc2SCc2ccccc2)cc1 | -3 | 4 | 8 | -8 | -6 | -19 | -2 | 0 | -1
CCc1ccc(CN(C)C(=O)c2cc(S(=O)(=O)N3CCN(CC)CC3)ccc2Cl)cc1 | -7 | -2 | -1 | 10 | -12 | -4 | -4 | 2 | -2
Cc1cc2oc(C(=O)N(Cc3ccco3)C3CCS(=O)(=O)C3)cc(=O)c2cc1Cl (stereo not given) | 2 | 0 | 12 | -14 | 4 | -13 | 0 | 0 | -3
CN(CC(=O)Nc1ccccc1Cl)C(=O)CN1C(=O)C2CCCCC2C1=O (stereo not given) | -13 | -10 | 3 | 1 | -5 | -18 | -6 | 0 | -2
COc1ccc(-c2cc(C(F)(F)F)c(C#N)c(SCC(=O)Nc3ccc(C)cc3)n2)cc1 | 4 | -5 | i | 21 | 5 | -6 | -6 | 2 | -3
Cc1ccc(CNC(=O)CSc2c3c(nc4ccc(Cl)cc24)CCCC3)o1 | -4 | 12 | 0 | 2 | -1 | -6 | 2 | -22 | -2
O=C(CSc1nnnn1-c1ccc(Cl)cc1)Nc1cccnc1Cl | -11 | -1 | 3 | -6 | -2 | -10 | -8 | 2 | 0
O=S(=O)(NCCc1cn2ccccc2n1)c1cccs1 | -3 | -12 | -11 | -4 | 4 | -15 | -1 | -3 | 5
COc1cccc(N2CCN(C(=O)c3ccc(N4C(=O)NC5CC4(C)Oc4ccccc45)cc3)CC2)c1 (stereo not given) | -3 | 10 | 10 | 8 | 5 | -14 | -1 | 0 | -2
CC(O)CNc1nc2c(c(=O)n(C)c(=O)n2C)n1C/C=C/c1ccccc1 (stereo not given) | -7 | -3 | 3 | 3 | 1 | -12 | 9 | 2 | -1
Cc1cccc(NC(=O)CSc2nc(N)c(NC(=O)c3cccs3)c(=O)[nH]2)c1 | -11 | -34 | 18 | 2 | -12 | -15 | 0 | 2 | -3
O=C(Nc1ccc(F)cc1)Nc1nnc(-c2ccco2)s1 | -12 | 10 | -430 | -7 | -5 | -15 | -10 | -7 | -3
O=C(O)c1cc2c(o1)CCC/C2=N\O | 4 | -5 | 12 | 2 | 4 | 11 | -9 | 2 | -1
Brc1ccc(-c2nn[nH]n2)cc1 | -11 | -26 | 13 | -3 | -6 | -21 | -6 | 1 | -4
CCOC(=O)NCc1ccc(S(=O)(=O)Nc2ccccc2C)cc1 | 0 | -11 | 10 | 6 | 3 | -3 | -1 | -5 | -4
CC(C)(C)NC(=O)Nc1cccc(Cl)c1Cl | 8 | -16 | 12 | 10 | 3 | 2 | 5 | 0 | -3
NS(=O)(=O)c1ccc(NC(=O)/C=C/c2ccccc2[N+](=O)[O-])cc1 | 7 | -3 | 16 | -3 | 5 | -5 | -9 | 2 | -2
COc1cc(OC)cc(-n2nnnc2SCC(=O)NCc2cccs2)c1 | -2 | -89 | 7 | 6 | -2 | -1 | 0 | 3 | 3
COc1ccc(C(=O)Nc2ccc(SC(F)F)cc2)cc1 | -18 | 5 | -2 | 2 | 25 | 12 | -5 | 1 | -1
Cc1cc(C(=O)OCC(=O)NC2CCS(=O)(=O)C2)c(C)n1-c1ccccc1 (stereo not given) | -7 | 17 | 32 | 0 | -6 | -13 | -4 | -1 | -3
CC1CCc2nc(NC(=O)C3COc4ccccc4O3)sc2C1 (stereo not given) | 45 | 17 | 1 | 11 | 43 | 75* | 2 | 0 | -4
Cc1cc(NC(=O)CCSc2ccccc2)no1 | -4 | -15 | 17 | 9 | 3 | -12 | 3 | 0 | -3
O=C(OCCCC(=O)N1CCOCC1)c1ccccc1 | -5 | -9 | 12 | -2 | -17 | -14 | -1 | 3 | -1
Cc1ccc(S(=O)(=O)CCc2nnc(NC(=O)c3ccccn3)s2)cc1 | -8 | -17 | 23 | -23 | -11 | -19 | -1 | 2 | -1
CC(C)CC(C(=O)O)N1C(=O)C2C3C=CC(C2C1=O)C1C(=O)N(C(CC(C)C)C(=O)O)C(=O)C31 (stereo not given) | -1 | 3 | 13 | -6 | 9 | -1 | -4 | 2 | 2
COc1ccc(S(=O)(=O)N2CCCCCC2)cc1N(C)S(=O)(=O)c1ccc(C)cc1 | 3 | -9 | 14 | 3 | 3 | 9 | -2 | 2 | 0
COc1ccc(C(=O)COc2ccc(NC(C)=O)cc2)cc1 | -5 | -6 | 8 | -2 | -2 | -15 | -1 | 0 | -2
COc1ccc(OC)c(Nc2nc(C3CC3)nc3c2nnn3Cc2ccccc2)c1 | -4 | 28 | -401 | 18 | -4 | -12 | 4 | -2 | -1
O=C(Nc1ccccc1)O/N=C(\c1ccccc1)c1ccccn1 | 0 | -5 | 10 | -3 | -4 | 1 | -2 | 1 | -2
Cc1ccsc1C(=O)N1CC=C(c2ccccc2)CC1 | -8 | -19 | 14 | -13 | -6 | -6 | 3 | 2 | -2
COc1cccc(/C=N/Nc2ccc(Cl)nn2)c1OC | -3 | 18 | 13 | -12 | -10 | -7 | -1 | 0 | -2
COc1ccc(-c2cccc(NS(=O)(=O)c3cc([N+](=O)[O-])ccc3Cl)c2)nn1 | -14 | -9 | 13 | -17 | -6 | 7 | 3 | 6 | -5

Single entries from the list.
Cn1cccc1C(=O)NC(=O)COC(=O)CCNS(=O)(=O)c1cccc(C(F)(F)F)c1 in HKDC1 inh → 0
COC(=O)[C@H](C)N(Cc1ccc(Cl)c(Cl)c1)S(=O)(=O)CCN1CCN(c2ccccc2)CC1 in SENP1 inh → 0
Cn1ccnc1SCC(=O)Nc1ccc(F)c([N+](=O)[O-])c1 in SENP1 inh → 2
O=C(CSc1nnnn1-c1ccc(Cl)cc1)Nc1cccnc1Cl in SENP6 inh → -10
